Pf growth 96h = P. falciparum growth inhibition at 96 hours | P. falciparum luciferase reporter growth, 96 h | actives 6.9% (n = 320,000) | Potency, µM (titrated, usually from 28.7 µM), without a hit: top-dose activity change, negative = inhibition, actives largely listed as inhibitors; note: potency is the fitted concentration of half-maximal effect; % is set by controls: 0 for no effect and ±100 for the full control effect
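Compounds incubated with erythrocytes infected by luciferase-expressing P. falciparum (2% hematocrit, 0.05% parasitemia final) for 96 hours, 37 C in 5% CO2. Growth inhibition scored as decreased luciferase luminescence.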
Pf growth 48h = P. falciparum growth inhibition at 48 hours (one generation); Potency, µM (highest dose often 28.7 µM), for the others: at the top dose activity change, negative = inhibition, usual class: inhibitors; AID 504832; P. falciparum luciferase growth in erythrocytes, 48 h; actives 5.9% (n = 310,000); note: potency is the fitted concentration of half-maximal effect; % is set by controls: 0 for no effect and ±100 for the full control effect
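First compound was added to culture medium, then infected red cells at 0.1% parasitemia and 2% hematocrit (final). After incubation at 37 C under 5% CO2, luciferase detection reagent was dispensed and light output recorded.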
CHX counter = affects cycloheximide protein synthesis inhibition readout, counter-screen; AID 2314; actives 12% (n = 300,000); cell reporter, cycloheximide protein synthesis inhibition counterscreen; max response, %; in the data active = max response mostly above about 13%, no sharp cut-off; inactive = mostly below about 14%; note: read at 38.3 µM for the half of the compounds with a filed dose; 0% is about no effect
Sm TGR inh = S. mansoni TGR enzyme inhibition. Q962Y6. purified TGR, DTNB reduction, TNB absorbance 405 nm. Potency, µM (top dose mostly 114 µM), without a hit: at the top dose activity change, negative = inhibition, hits mostly inhibitors. actives 3% (n = 360,000); note: potency is the fitted concentration of half-maximal effect; % is set by controls: 0 for no effect and ±100 for the full control effect; nearly all actives have a fitted effect of over 60% in size
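Kinetic colorimetric format: TGR-catalysed, NADPH-driven DTNB reduction monitored via TNB absorbance. Enzyme dispensed at 20 nM; compound exposure 15 min at room temperature before reaction start.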
FBPA Giardia inh = blocks Giardia fructose-bisphosphate aldolase activity; actives 0.71% (n = 290,000); purified Giardia FBPA; Potency, µM (series often up to 59.6 µM), for the others: at the top dose activity, negative = inhibition, most hits filed as inhibitors; AID 2451; A8B2U2; note: potency is the fitted concentration of half-maximal effect; % is set by controls: 0 for no effect and ±100 for the full control effect; nearly all actives have a fitted effect of over 55% in size
Target sequence (A8B2U2 whole entry, looked up): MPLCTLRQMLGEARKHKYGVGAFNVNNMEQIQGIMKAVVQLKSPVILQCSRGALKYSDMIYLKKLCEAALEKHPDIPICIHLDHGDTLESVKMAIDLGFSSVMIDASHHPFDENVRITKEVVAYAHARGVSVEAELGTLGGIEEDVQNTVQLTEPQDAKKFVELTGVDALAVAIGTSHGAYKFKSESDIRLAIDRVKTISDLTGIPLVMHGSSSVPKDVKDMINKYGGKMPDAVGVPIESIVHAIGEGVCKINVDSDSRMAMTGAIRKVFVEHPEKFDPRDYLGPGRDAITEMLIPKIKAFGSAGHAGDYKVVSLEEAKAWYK
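Giardia FBPA (40 nM reagent) was preincubated 10 min at RT with compound (up to 57.5 uM final), then substrate plus GAPDH/TPI/NAD/arsenate coupling system with diaphorase/resazurin was added; resorufin fluorescence (525/598 nm) was read after 20 min.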
Shiga toxin inh = inhibitors of Shiga toxin in Vero cells | AID 2315 | Vero cells, Shiga toxin protein synthesis inhibition reporter | actives 9.2% (n = 290,000) | inhibition, % at 38.7 µM; in the data active = inhibition mostly above about 28%, no sharp cut-off; inactive = mostly below about 43%; note: 0% is about no effect
An asterisk follows results filed as active; ? = inconclusive; . = no result given; [ ] = remark or other dose. Unless noted, calls come from the whole dose curve; as a rule, active = well fitted curve in the direction sought with a large enough effect; inconclusive = small, poorly fitted or top-dose-only effect, or another doubt; inactive = no such curve, though single readings can be large; an effect the other way counts as inactive or inconclusive. Rows are unselected; 24% or so of the library scored in one or more.

Keys: A = Pf growth 96h; B = Pf growth 48h; C = CHX counter; D = Sm TGR inh; E = FBPA Giardia inh; F = Shiga toxin inh
> CCn1cc(CCCC(=O)NCc2ccc(OC)cc2)c2ccccc21
  A = 5%; B = 2.3µM*; C = 9; D = -4%; E = 1%; F = -1

> C=C(C)CNC(=S)NNC(=O)CCn1c2cc(Cl)ccc2c2ccc(Cl)cc21
  A = 82%[activator]; B = 7.4µM*; C = -2; D = -1%; E = 3%; F = -9

> CC(NC(=O)/C=C/c1ccc(Br)cc1)c1ccc(Cl)cc1 (configuration not stated)
  A = -11%; B = -11%; C = -5; D = -7%; E = 3%; F = -9

> CCN(CC)C(=O)Cn1cc(C(=O)C(=O)NCC2COc3ccccc3O2)c2ccccc21 (configuration not stated)
  A = 21%; B = 6%; C = 6; D = -24%; E = 7%; F = 12

> Cc1cc(OCC(=O)Nc2ccncc2)ccc1[N+](=O)[O-]
  A = 45%[activator]; B = ?; C = -2; D = 10%; E = 8%; F = -11

> CCc1ccc(NC(=O)CSc2ccc(-c3ccco3)nn2)cc1
  A = 32%[activator]; B = 2%; C = 17*; D = 20µM*; E = -1%; F = 24

> CCC1(CC)NC(=O)N(CC(=O)OCC(=O)Nc2ccc(C(F)(F)F)cc2)C1=O
  A = 0%; B = 30%[activator]; C = -3; D = 0%; E = 2%; F = -32

> Cc1cccc(N/C(N)=N/c2nc(C)cc(C)n2)c1
  A = -13%; B = -28%; C = -2; D = 2%; E = -1%; F = -10

> CC(C)c1ccc(NC(=O)COc2ccc(F)cc2C(=O)c2cnn(-c3ccccc3)c2)cc1
  A = ?; B = -67%; C = 73*; D = 7%; E = -2%; F = 120*

> CCOc1cccc(/C=N/NS(=O)(=O)c2ccc(C)c([N+](=O)[O-])c2)c1O
  A = -8%; B = 0%; C = 8; D = -4%; E = 20%; F = 18

> C[n+]1cc[nH]c1SCC(=O)c1ccccc1
  A = 9%; B = .; C = 37*; D = -19%; E = -20%; F = 58

> COc1ccc(OCc2cc(C(=O)NC(C)Cc3cccnc3)no2)c(Cl)c1 (configuration not stated)
  A = -22%; B = -6%; C = 27*; D = -17%; E = .; F = 38

> Cc1nc(NC(=O)CSc2nncs2)c(Cl)cc1Cl
  A = 50%[activator]; B = 55%[activator]; C = -3; D = 5%; E = 6%; F = 2

> CC(=O)c1cccc(NC(=O)c2ccc3c(Cl)c4c(nc3c2)CCCC4)c1
  A = -15%; B = 14%; C = 6; D = -6%; E = 6%; F = 23

> O=C(NCc1cccs1)c1cc(-c2ccccn2)nc2ccc(Br)cc12
  A = 23%; B = ?; C = -6; D = -1%; E = 4%; F = -13

> O=C(Cc1ccc(-c2ccccc2)cc1)NC(c1ccccc1)c1ccccc1
  A = -29%; B = 13µM*; C = 1; D = 4%; E = -4%; F = -3

> CCOc1ccc(-n2c(=O)c3c(C)c(C)sc3n(CC(=O)NCc3ccco3)c2=O)cc1
  A = ?; B = 34%[activator]; C = -3; D = -4%; E = 5%; F = -17

> CC1(C)CC(=O)C(N=Nc2cccnc2)=C(O)C1
  A = 3%; B = 1%; C = 1; D = -36%; E = -9%; F = 21

> COc1ccc2nc(SC(C)C(=O)NC3(C#N)CCCCC3)[nH]c2c1 (configuration not stated)
  A = ?; B = ?; C = .; D = -12%; E = .; F = .

> O=C(N/N=C/c1cccnc1)c1ccc2c(c1)OCCO2
  A = 46%[activator]; B = 78%[activator]; C = 42*; D = 2%; E = -2%; F = 42*

> CC1(C)CCc2nc(SCc3ccccc3)c(C#N)cc2C1
  A = 6.6µM*; B = 5.2µM*; C = 9; D = -14%; E = 5%; F = 36

> Cc1ccc(S(=O)(=O)N2CCCCC2)cc1NC(=O)COC(=O)Cc1cccc2ccccc12
  A = -26%; B = -21%; C = -5; D = 4%; E = -5%; F = -10

> CSc1ccc(/C=C(\C#N)C(=O)NC2CCCCC2)cc1
  A = ?; B = 15%; C = 1; D = 4%; E = 4%; F = -4

> CC(C)c1ccc2nc(SCC(=O)NCC3CCCO3)c(C#N)cc2c1 (configuration not stated)
  A = -20%; B = 19%; C = 23; D = -1%; E = 1%; F = 71*

> Cc1ccc(NC(=O)c2ccc3c(c2)NC(=O)CS3)nc1
  A = 96%[activator]; B = 125%[activator]; C = .; D = 6%; E = .; F = .

> C/C(CCC1CC(C)OC1=O)=N\NC(N)=S (configuration not stated)
  A = ?; B = 33%[activator]; C = 3; D = 37%[activator]; E = 15%; F = 10

> Cc1sc(NC(=O)c2ccccc2)c(C(=O)NC(C)C)c1C
  A = -28%; B = .; C = -2; D = 2%; E = -3%; F = -5

> COc1ccc(N2CCN(S(=O)(=O)c3ccc4oc(=O)ccc4c3)CC2)cc1
  A = ?; B = 22%; C = -4; D = -6%; E = .; F = 5

> CCN(Cc1nc2ccccc2c(=O)[nH]1)C(=O)c1cccc(S(=O)(=O)N2CCc3ccccc32)c1
  A = ?; B = 10µM*; C = .; D = -9%; E = .; F = .

> Cc1ccc(S(=O)(=O)CNC(=S)c2cccc(Cl)c2)cc1
  A = -19%; B = 4%; C = -5; D = 3.5µM*; E = -7%; F = -11

> CC1(C)O[C@H]2C[C@@H]3[C@H]4CCC5=CC(=O)C=C[C@]5(C)[C@@]4(F)[C@@H](O)C[C@]3(C)[C@]2(C(=O)CO)O1
  A = 9.5µM*; B = ?; C = -3; D = .; E = -2%; F = 7

> O=c1cc(O)n(C2CCCCCC2)c(=O)[nH]1
  A = 1%; B = 18%; C = 2; D = ?; E = -10%; F = -11

> CC1CCc2[nH]c3ccc(C(=O)NCCCOC(C)C)cc3c2C1 (configuration not stated)
  A = -11%; B = 12%; C = 14; D = -34%; E = ?; F = 33

> O=C(NC(=S)Nc1nc(-c2ccc([N+](=O)[O-])cc2)cs1)c1ccco1
  A = ?; B = 28%; C = 18*; D = ?; E = .; F = 51*

> O=c1[nH][nH]cc1C=Nc1ccc(Cl)cc1
  A = 11%; B = -16%; C = 9; D = ?; E = -4%; F = 18

> CCOC(=O)C1CCCN(C(=O)C2CCN(S(=O)(=O)c3cnc[nH]3)CC2)C1 (configuration not stated)
  A = .; B = -15%; C = -2; D = -1%; E = 4%; F = -10

> COc1ccc2cc(C(=O)C3CCCN(C(=O)c4cnn(C(C)C)c4)C3)ccc2c1 (configuration not stated)
  A = ?; B = 25%; C = 11; D = -2%; E = -3%; F = -2

> O=C(COc1ccc(/C=N/NC(=O)CSCc2ccc([N+](=O)[O-])cc2)cc1)NCc1ccco1
  A = ?; B = -4%; C = 5; D = -8%; E = 4%; F = -4

> Cc1csc(=O)n1CC(=O)OCC(=O)NC(C)c1ccc(F)cc1 (configuration not stated)
  A = -1%; B = -22%; C = .; D = -27%; E = .; F = .

> CCc1cc(=O)[nH]c(SCC(=O)Nc2cc(C)on2)n1
  A = -21%; B = -1%; C = .; D = 1%; E = .; F = .

> Oc1ccccc1/C=N/Nc1ccccc1
  A = 25%; B = 42%[activator]; C = 48*; D = -1%; E = -5%; F = 197*

> O=C(COC(=O)Cc1ccc(F)cc1)NCc1ccco1
  A = 7%; B = -4%; C = 0; D = ?; E = 0%; F = -5

> COc1ccc(COc2cccnc2N)cc1
  A = 113%[activator]; B = 105%[activator]; C = 35*; D = -1%; E = -4%; F = 56*

> NS(=O)(=O)c1cc(C(=O)OCC(=O)NC2CCCCCCC2)ccc1Cl
  A = -19%; B = 7%; C = .; D = 0%; E = .; F = .

> CC(C)Cn1nc(NC(=O)c2ccco2)c2cc3ccccc3nc21
  A = ?; B = -16%; C = 8; D = 50µM*; E = -12%; F = 16

> Cc1nn(C)c(C)c1S(=O)(=O)Nc1ccc2c(c1)OCO2
  A = 347%[activator]; B = 22%; C = 15; D = 0%; E = -10%; F = 32

> CS(=O)(=O)c1ccc(Cl)c(NC(=O)Cc2ccsc2)c1
  A = -10%; B = 68%[activator]; C = 2; D = 7%; E = .; F = 17

> Cc1ccc(-n2nc3ccc(N)cc3n2)cc1Cl
  A = 4.1µM*; B = 89%[activator]; C = 32*; D = -17%; E = -12%; F = 67*

> CC(C)N(C(=O)Cn1cc(SCC(=O)NCc2ccco2)c2ccccc21)C(C)C
  A = 132%[activator]; B = -8%; C = 1; D = 0%; E = 4%; F = -11

> CCOc1ccc(NC(=O)CN(Cc2ccccc2)S(C)(=O)=O)cc1
  A = -1%; B = 21%; C = 6; D = -10%; E = 3%; F = 15

Record cards (already shown):
CC(C)c1ccc2nc(SCC(=O)NCC3CCCO3)c(C#N)cc2c1 (configuration not stated) is entered as Pf growth 96h = -20%; Pf growth 48h = 19%; CHX counter = 23; Sm TGR inh = -1%; FBPA Giardia inh = 1%; Shiga toxin inh = 71*
O=c1[nH][nH]cc1C=Nc1ccc(Cl)cc1 is entered as Pf growth 96h = 11%; Pf growth 48h = -16%; CHX counter = 9; Sm TGR inh = ?; FBPA Giardia inh = -4%; Shiga toxin inh = 18
O=C(N/N=C/c1cccnc1)c1ccc2c(c1)OCCO2 is entered as Pf growth 96h = 46%[activator]; Pf growth 48h = 78%[activator]; CHX counter = 42*; Sm TGR inh = 2%; FBPA Giardia inh = -2%; Shiga toxin inh = 42*

Carrying on:
Keys: A = Pf growth 96h; B = Pf growth 48h; C = CHX counter; D = Sm TGR inh; E = FBPA Giardia inh; F = Shiga toxin inh
> COc1ccc(OC)c(NC(=O)Cn2c(CCC(=O)O)ccc2-c2cccs2)c1
  A = ?; B = -13%; C = -2; D = ?; E = -6%; F = -8

> Cc1cccc(C)c1NC(=O)CC(NCCc1ccccc1)C(=O)O (configuration not stated)
  A = ?; B = 5%; C = -1; D = -2%; E = -1%; F = -1

> CCOC(=O)C1CCN(c2c(NCCC(C)C)c(=O)c2=O)CC1
  A = 5%; B = -23%; C = 6; D = -7%; E = 2%; F = -11

> CCCCOC(=O)c1ccc(-c2ccc(/C=N/NC(=S)NCC)o2)cc1
  A = ?; B = .; C = 6; D = -7%; E = -9%; F = 39

> C=CCN(C(=O)c1ccccc1)C1CCS(=O)(=O)C1 (configuration not stated)
  A = 42%[activator]; B = 16%; C = -4; D = 1%; E = 0%; F = -5

> CC1CCN(S(=O)(=O)c2cc3c4c(c2)CCN4C(=O)CC3)CC1
  A = ?; B = ?; C = .; D = -1%; E = .; F = .

> CCOC(=O)C(C)Sc1ncnc2c1nnn2-c1ccc(F)cc1 (configuration not stated)
  A = ?; B = 60%[activator]; C = 22; D = 2%; E = 4%; F = 21

> Cc1ccc(NC(=O)/C=C\C(=O)O)c([N+](=O)[O-])c1
  A = 39%[activator]; B = -2%; C = 12; D = ?; E = 6%; F = -4

> CC(=O)Nc1ccc(NC(=O)C2CCN(C(=O)NC3CCCCC3)CC2)cc1
  A = 5.2µM*; B = -3%; C = -5; D = -15%; E = -7%; F = 11

> CC(C)c1ccc(S(=O)(=O)c2ccc(NN)cc2)cc1
  A = ?; B = ?; C = 1; D = 20%; E = -5%; F = -6

> Cc1nc(SCc2ccc(C#N)cc2)n[nH]1
  A = 13µM*; B = 6%; C = 18*; D = 4%; E = -19%; F = .

> Cn1c(=NC(=O)CSCC(=O)N2CCOCC2)sc2ccccc21
  A = 9%; B = 20%; C = 11; D = 0%; E = -1%; F = -4

> CCCCn1c(SCC(=O)Nc2cc(C)[nH]n2)nc2ccsc2c1=O
  A = 6%; B = 12%; C = -4; D = 0%; E = 6%; F = -27

> CCCn1nnnc1SCC(=O)NCc1ccc2c(c1)OCO2
  A = .; B = 6%; C = -2; D = 4%; E = 6%; F = 6

Screening data from PubChem.
